# Bioassay records (PubChem)
# GLD-1 TGE inh: GLD-1-TGE RNA interaction inhibition (C. elegans); Q17339; purified GLD-1 + fluorescein TGE RNA, fluorescence polarization; inhibition, % at 5.96 µM; 0.44% of 320,000 active; AID 2280;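 active means percent inhibition above a per-plate cutoff, the plate mean of test compounds plus 3 SD, cut at about 30% in these data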;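 further: 0% = DMSO wells with GLD-1 and probe and 100% = wells lacking GLD-1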
# Target sequence (Q17339 whole entry, looked up): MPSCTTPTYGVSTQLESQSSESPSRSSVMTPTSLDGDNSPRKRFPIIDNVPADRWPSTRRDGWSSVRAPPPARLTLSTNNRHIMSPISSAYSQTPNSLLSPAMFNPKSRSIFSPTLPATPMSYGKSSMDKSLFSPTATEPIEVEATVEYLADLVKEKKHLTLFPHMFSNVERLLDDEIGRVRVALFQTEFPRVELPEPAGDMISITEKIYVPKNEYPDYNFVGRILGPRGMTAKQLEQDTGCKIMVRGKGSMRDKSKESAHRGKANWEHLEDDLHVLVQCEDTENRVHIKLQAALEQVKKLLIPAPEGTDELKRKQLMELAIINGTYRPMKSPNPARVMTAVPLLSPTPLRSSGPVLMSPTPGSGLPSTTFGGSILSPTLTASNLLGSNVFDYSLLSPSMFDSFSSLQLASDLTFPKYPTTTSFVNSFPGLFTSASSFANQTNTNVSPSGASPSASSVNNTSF
# Fam108B inh: counter-screen for RBBP9 inhibitors: inhibitors of mouse Fam108B; recombinant Fam108B, FP-Rh probe fluorescence polarization; inhibition, % at 9.51 µM; 0.33% of 300,000 active;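 active means inhibition above the screen mean inhibition plus 3 SD, computed separately per campaign, cut at about 18% in these data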;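 further: inhibitors lower polarization as less probe binds the enzyme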
# BCLXL inh: blocks human Bcl-xL binding to Bim BH3 peptide. inhibition, % at 10.9 µM. 0.7% of 320,000 active. GST-Bcl-xL / FITC-Bim BH3 peptide fluorescence polarization. AID 2129;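 active means inhibition above the mean of all tested compounds plus 3 SD, cutoff set per campaign, cut at about 30% in these data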;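 further: 0% = DMSO wells and 100% = unlabeled Bim-BH3 peptide competitor; inhibitors lower millipolarization by displacing the labeled peptide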
# Target sequence (Q07817 whole entry, looked up): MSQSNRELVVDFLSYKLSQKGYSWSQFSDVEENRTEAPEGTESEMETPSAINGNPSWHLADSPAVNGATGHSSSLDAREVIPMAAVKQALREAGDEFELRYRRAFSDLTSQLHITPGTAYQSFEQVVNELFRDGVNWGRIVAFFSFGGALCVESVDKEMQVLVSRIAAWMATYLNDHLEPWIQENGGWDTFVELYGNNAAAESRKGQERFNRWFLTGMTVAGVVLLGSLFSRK
# CR mimetic SO: caloric restriction mimetics inhibiting age-related superoxide in yeast; S. cerevisiae aged cells, superoxide DHE fluorescence; active compounds read low; superoxide response (% of plate mean), % at 10 µM; 0.18% of 330,000 active;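 active means superoxide response under a set limit, about three screen SD below normal, cut at about 65% in these data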;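 further: yeast aged for seven days with compound at 30 °C before DHE staining; 100% = average MFI of all compound-treated wells on the plate with controls excluded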
# MEX-5 binding: C. elegans MEX-5 TCR-2 RNA binding activity; MEX-5/FITC-TCR2 RNA binding, fluorescence polarization; active compounds read low; activity score (negative = inhibition of binding), % at 10 µM; 0.38% of 300,000 active; AID 1832;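 active means inhibition past about -25% in most replicates, and total fluorescence under double the plate's negative control median, limit read from the data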;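 further: 0% = DMSO and -100% = 5 µM competing unlabeled TCR2 RNA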
# ZTA DNA inh: blocks Epstein-Barr virus ZTA, an EBNA-1 counter-screen | 0.15% of 320,000 active | inhibition, % at 11 µM | ZTA-DNA binding, fluorescence polarization | P03206; in the data active means inhibition above about 33%
# Target sequence (P03206 whole entry, looked up): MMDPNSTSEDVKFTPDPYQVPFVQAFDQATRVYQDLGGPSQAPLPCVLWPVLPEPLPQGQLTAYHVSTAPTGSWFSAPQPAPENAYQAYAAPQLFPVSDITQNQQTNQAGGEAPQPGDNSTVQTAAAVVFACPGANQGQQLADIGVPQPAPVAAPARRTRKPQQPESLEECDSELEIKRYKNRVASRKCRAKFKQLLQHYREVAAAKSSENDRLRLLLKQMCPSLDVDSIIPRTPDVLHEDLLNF
# MCL1-BIM inh: inhibitors of human MCL1 binding to BIM-BH3 peptide | Q07820 | AID 2057 | 0.68% of 320,000 active | GST-MCL1 / FITC-Bim-BH3 fluorescence polarization | inhibition, % at 10.9 µM;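 active means inhibition above the mean inhibition of all tested compounds plus 3 SD, set per campaign, cut at about 40% in these data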;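 further: 0% = DMSO wells and 100% = unlabeled Bim-BH3 peptide control; higher means more loss of mP so more displacement of Bim peptide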
# Efflux pump inh: inhibitors of Candida antifungal efflux pumps expressed in yeast; S. cerevisiae Candida pump triplex, Nile Red efflux; inhibition, % at 10 µM; 0.44% of 330,000 active; AID 485275;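 active means plate passing quality check with inhibition over a set limit, or well fluorescence over plate mean plus 4 SD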;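 further: Nile Red retained in pooled yeast measured as flow cytometry median fluorescence; 0% = buffer negative control and 100% = Enniatin B positive control; higher means more Nile Red kept so more efflux inhibition; some compounds called inactive have numbers as strong as hits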
# EBNA-1 inh: blocks EBNA-1 binding to DNA; EBNA-1 DNA binding, fluorescence polarization; 0.34% of 300,000 active; AID 1950; inhibition, % at 14.8 µM; in the data active means inhibition above about 28%
# An asterisk follows results filed as active; / = not tested or not shown; & = joins results of further samples.
SMILES,GLD-1 TGE inh,Fam108B inh,BCLXL inh,CR mimetic SO,MEX-5 binding,ZTA DNA inh,MCL1-BIM inh,Efflux pump inh,EBNA-1 inh
COc1c(S(=O)(=O)N2CCCC2)ccc(Cl)c1Cl,0,-2,-2,89,0.7,-3,1,0.2,1
O=C(CCCCn1c(=O)[nH]c2ccccc2c1=O)NCCC1=CCCCC1,1,1,3,104,-0.5,5,6,0.0,24
Cc1ccc(C)c(N2CCN(c3ncccc3[N+](=O)[O-])CC2)c1,2,-5,1,106,1.0,5,-1,-0.2,6
CCOC(=O)C1CCN(C(=O)c2ccccc2NC(=O)C2=C(C)OCCS2)CC1,4,0,7,89,-0.5,4,4,0.0,8
Cc1cccc(OCc2nnc(SCC(=O)N3CCN(c4ccccc4)CC3)o2)c1C,-3,7,5,79,-0.1,-27,13,0.0,2
COc1ccc(S(=O)(=O)Cc2ccc(C(=O)N3CCN(c4ncccn4)CC3)o2)cc1,2,0,-2,106,/,2,5,0.0,8
Cc1cccc(C(C(=O)NC2CCCC2)N(Cc2cccnc2)C(=O)c2csnn2)c1 (stereo not drawn),1,4,3,111,-0.8,-4,8,-0.2,-10
COc1ccc(CCNC(=O)c2cc(C3CC3)nc3c2cnn3C(C)C)cc1,2,/,-3,98,/,12,-5,0.2,/
CC(C)(C)c1ccccc1N=Cc1ccc2ccccc2n1,-5,0,-4,100,-0.8,-18,-5,1.2,-12
Cn1c(CC(=O)NNC(=O)c2ccccc2[N+](=O)[O-])nc2ccccc21,3,/,4,/,/,-16,9,/,/
Cc1ccc(CNC(=O)CSc2nnc(CNC(=O)c3ccccc3)o2)cc1,3,-7,-3,97,-0.9,-21,-3,0.2,-8
Cc1cc(-c2nnc(CCC(=O)NC(C)c3cccc4ccccc34)o2)no1 (stereo not drawn),8,3,-2,110,-2.2,-5,-4,0.1,4
Cc1cc(C(C)(C)C)nc2[nH]n(-c3ccccc3)c(=O)c12,-3,1,7,101,0.1,-5,8,0.3,-6
COc1ccc(CCNC(=O)c2ccc(Cl)cc2)cc1,7,1,2,96,1.2,13,-1,0.2,-3
COC1CCCN(C(=O)c2ccc3oc(Cc4ccc(Cl)cc4)nc3c2)C1 (stereo not drawn),-2,6,3,90,-3.9,7,-7,-0.1,7
C/C(=N\NC(=O)C1(C)NC(C)(C)Cc2ccccc21)c1ccccc1 (stereo not drawn),1,1,2,108,0.2,12,1,0.1,2
CCOc1ccc(C(CC(=O)O)NC(=O)c2ccco2)cc1 (stereo not drawn),0,-5,3,98,-1.8,4,0,0.0,4
C[C@@H]1NC(=O)N[C@@H]1CCCCCC(=O)O,1,0,0,87,-3.7,15,-2,0.0,4
CC(=O)c1ccc(NC(=O)C2CC(=O)Nc3nc4ccccc4n32)cc1 (stereo not drawn),-6,3,3,92,1.6,-11,5,0.2,-8
Cn1c(=O)c2c(nc(Sc3ncnn3CC(=O)NC3CCCCC3)n2C)n(C)c1=O,5,4,0,93,-0.2,10,0,0.2,-6
COCCCNC(=O)c1ccc2c(=O)n(Cc3ccc(Cl)cc3)c(=S)[nH]c2c1,7,-2,2,133,1.0,3,2,0.0,10
Cc1ccn2cc(-c3ccc(O)c(O)c3)nc2c1,2,8,25,93,-46*,12,56*,0.1,-2
CCCCSC(=S)NC1CCS(=O)(=O)C1 (stereo not drawn),4,3,3,93,2.6,19,9,0.0,7
COc1ccc(OC)c(S(=O)(=O)n2nnc3ccccc32)c1,5,-2,5,101,2.4,-9,-2,0.0,5
Cc1ccc(Cn2c(=N)c(C(=O)NCCN3CCOCC3)cc3c(=O)n4ccccc4nc32)cc1,-3,-1,2,107,-2.4,6,1,0.0,6

# Next entries
SMILES,GLD-1 TGE inh,Fam108B inh,BCLXL inh,CR mimetic SO,MEX-5 binding,ZTA DNA inh,MCL1-BIM inh,Efflux pump inh,EBNA-1 inh
CC(C)(CO)NCc1ccc(Br)cc1,2,-1,-3,96,3.2,0,-6,0.1,-15
CC(OC(=O)CCN=C1NS(=O)(=O)c2ccccc21)C(=O)Nc1ccc(F)c(F)c1F (stereo not drawn),4,-4,-18,96,-1.9,-12,-16,0.2,-16
COc1ccc(/C=C/C(=O)CCC(=O)O)cc1,4,0,4,124,-1.4,13,-3,0.0,2
CC1CCN(CCCNC(=O)c2cc3c(s2)-c2ccccc2OC3)CC1,4,-3,-3,118,1.2,-16,0,0.0,-5
Cc1cc(NC(=O)CCC(=O)N(CC(=O)NC2CCCC2)c2ccc(F)c(Cl)c2)no1,-3,1,6,101,-1.3,-1,1,-0.6,10
CCN(CC)CC(=O)c1ccc(-c2ccccc2)cc1,-3,4,9,81,3.9,-1,8,-0.1,3
c1ccc(CCn2nnnc2CN2CCc3ccccc32)cc1,4,-3,2,100,-1.9,-3,6,0.1,-6
CC1(C)Oc2ccc(C(=O)NC3CCCC3)cc2N(CC(=O)NC2CCCC2)C1=O,5,-2,-7,122,0.1,-2,-5,0.5,-20
CCOc1ccccc1N(C(=O)c1ccco1)C(C(=O)NC1CCCC1)c1cccnc1 (stereo not drawn),1,3,5,102,-1.2,1,0,0.0,9
O=C(CNS(=O)(=O)c1ccccc1)Nc1ccc2c(c1)OCO2,4,3,5,95,-0.1,-10,7,0.2,-2
CCOc1cc2[nH]c(=O)n(CCC(=O)N3CCN(c4ccccc4OC)CC3)c(=O)c2cc1OCC,2,1,5,98,1.6,-16,9,0.3,1
C=CCc1cccc(CNc2c(C)cc(C)cc2C)c1O,-3,9,2,108,-0.6,-2,6,0.0,-3
C/C(=N\N1CCN(Cc2ccc(Cl)cc2)CC1)c1ccc([N+](=O)[O-])cc1,3,2,2,97,2.3,-22,-7,0.0,5
COC(=O)c1ccc(-n2c(C)cc(C(=O)COC(=O)CC3Sc4ccccc4NC3=O)c2C)cc1 (stereo not drawn),-3,-9,3,104,-1.2,-4,-14,0.3,6
CCN(CC)S(=O)(=O)c1cccc(C(=O)N[C@H](C(=O)NCc2ccc(Cl)cc2)C(C)C)c1,-3,-1,-4,100,-2.3,-26,-9,0.5,-6
CCN(CCCNC(=O)CN(C)S(=O)(=O)c1ccc2c(c1)CCC(=O)N2)c1cccc(C)c1,6,-1,5,88,0.6,16,6,-0.1,9
CCc1[nH]c(=O)c(C#N)c2c1COC(C)(C)C2,3,2,-4,99,1.7,-2,-2,-0.2,5
CNC(=S)N/N=C/c1cc(Br)cc(Br)c1O,-1,16,8,111,-2.5,2,37,-0.1,-12
Cn1cc(S(=O)(=O)N2CCN(c3ccc(F)cc3)CC2)c(=O)n(C)c1=O,2,-2,3,100,0.4,1,-1,-0.1,5
NC(=O)c1ccc(NC(=O)COc2coc(CN3CCc4ccccc4C3)cc2=O)cc1,-3,1,9,96,-2.0,-14,10,0.0,7
COc1cccc(OCC(=O)NC2CCCCC2)c1,-3,2,2,85,3.1,5,5,-0.1,9
Cc1cc(C(=O)CN2C(=O)NC3(CCCc4ccccc43)C2=O)c(C)n1C (stereo not drawn),13,-1,-4,95,/,11,-3,0.1,6
Fc1cccc(Cc2noc(CN3CCSCC3)n2)c1,3,0,4,102,-0.2,-5,0,0.1,-5
COc1ccc(S(=O)(=O)N(n2c(C)nnc2-n2nc(C)cc2C)S(=O)(=O)c2ccc(OC)cc2)cc1,2,-4,7,93,2.5,3,9,0.0,4
Cc1ccccc1CN(C)CCS(=O)(=O)c1cc(Cl)ccc1Cl,0,2,6,110,2.8,5,4,0.1,-2

# The results go on:
SMILES,GLD-1 TGE inh,Fam108B inh,BCLXL inh,CR mimetic SO,MEX-5 binding,ZTA DNA inh,MCL1-BIM inh,Efflux pump inh,EBNA-1 inh
O=[N+]([O-])c1cccc(CN2CCN(S(=O)(=O)Cc3ccccc3)CC2)c1,-2,6,0,121,2.9,-3,8,3.5,-2
CCN(CC(=O)NCc1cccs1)c1ccc(S(=O)(=O)N2CCOCC2)cn1,0,-3,-4,77,-2.6,-9,-10,-0.1,0
CCCCN(Cc1cc2cc(OC)ccc2[nH]c1=O)C(=O)c1ccccn1,2,-8,6,106,1.7,11,7,-0.1,1
O=c1cc2oc3cc(O)c(O)cc3c(-c3ccccc3[N+](=O)[O-])c-2cc1O,8,9,31*,100,-11,-2,87*,0.1,3
CCCC(=O)C1=C(O)C(C(=O)OC)C(C)(C)CC1=NCc1ccccc1 (stereo not drawn),9,1,2,103,2.7,-24,3,-0.1,-7
Cc1cccc(-n2ncc3c2CCCC3NC(=O)CCc2ccncc2)c1C (stereo not drawn),2,-6,-3,91,4.0,-12,-10,0.5,-15
CCNC(=S)NC(=NCc1cccnc1)Nc1nc(C)cc(C)n1,13,-5,38*,100,11,16,46*,0.0,-9
COCCNC(=O)C1CCN(C(=O)c2cc3sccc3n2Cc2ccc(F)cc2)CC1,1,1,9,95,-3.2,-3,12,0.0,15
O=[N+]([O-])c1ccc(-n2nnnc2CN2CCCCC2)cc1,4,-1,6,100,-1.9,8,6,0.0,8
COc1cccc(Oc2c(C)oc3c(CN4CCCCC4)c(O)ccc3c2=O)c1,2,-2,5,102,0.5,8,-3,-0.1,8
COCCNC(=O)c1cn(C)c2ccc(S(=O)(=O)N3CCCC3)cc2c1=O,-1,2,0,92,-2.8,3,-2,-0.3,-5
CC1CCc2sc(C(=O)NC3CCN(Cc4ccccc4)CC3)cc2C1 (stereo not drawn),5,/,0,96,/,-15,-5,0.1,/
O=C(Cc1ncc(C(F)(F)F)cc1Cl)NCCc1ccccn1,-1,-2,4,104,-3.1,20,3,-0.1,8
COc1ccc(C(=O)NCCCCNC(=O)c2ccc(OC)c(OC)c2)cc1OC,5,8,5,101,-0.7,-13,9,-0.1,-5
COc1ccc(NC2CC(=O)N(c3cccc(C)c3)C2=O)cc1 (stereo not drawn),-2,-2,3,105,-2.1,-3,2,0.1,1
Cc1ccc(-c2ccc(SCC(=O)Nc3cc(C)on3)nn2)cc1,16,-9,-1,107,/,-12,2,0.2,13
O=C(O)c1ccccc1NC(=O)C(c1ccccc1)c1ccccc1,4,-2,4,109,-5.3,-14,-3,0.0,4
CCOC(=O)C1=C(C)Nc2ccccc2N=C1NC(=O)Cc1ccc(Cl)c(Cl)c1,-3,-3,-2,108,1.1,-10,0,0.2,-14
NC(=O)C[n+]1cccc(C(N)=O)c1,2,-2,4,103,-1.8,-14,16,0.0,-5
Cc1ccc(S(=O)(=O)N2CCCCC2)cc1NC(=O)CSc1nccn1C,3,1,1,73,1.8,-14,-5,0.1,-11
CCSc1nnc(NS(=O)(=O)c2ccc(OC)cc2)s1,4,-3,3,130,-2.4,-17,6,-0.2,9
COc1ccc(CN2CCN(c3ccccn3)CC2)c(OC)c1C,6&2,3&1,4&5,102&109,-4.4&-5.1,7&6,1&4,0.0&0.0,-3&-1

# Six of the compounds above, with values under each structure.
# Value order: GLD-1 TGE inh | Fam108B inh | BCLXL inh | CR mimetic SO | MEX-5 binding | ZTA DNA inh | MCL1-BIM inh | Efflux pump inh | EBNA-1 inh
Cc1ccc(S(=O)(=O)N2CCCCC2)cc1NC(=O)CSc1nccn1C
→ 3 | 1 | 1 | 73 | 1.8 | -14 | -5 | 0.1 | -11
CCNC(=S)NC(=NCc1cccnc1)Nc1nc(C)cc(C)n1
→ 13 | -5 | 38* | 100 | 11 | 16 | 46* | 0.0 | -9
Cc1ccc(-c2ccc(SCC(=O)Nc3cc(C)on3)nn2)cc1
→ 16 | -9 | -1 | 107 | / | -12 | 2 | 0.2 | 13
COCCNC(=O)c1cn(C)c2ccc(S(=O)(=O)N3CCCC3)cc2c1=O
→ -1 | 2 | 0 | 92 | -2.8 | 3 | -2 | -0.3 | -5
CCSc1nnc(NS(=O)(=O)c2ccc(OC)cc2)s1
→ 4 | -3 | 3 | 130 | -2.4 | -17 | 6 | -0.2 | 9
CCN(CC(=O)NCc1cccs1)c1ccc(S(=O)(=O)N2CCOCC2)cn1
→ 0 | -3 | -4 | 77 | -2.6 | -9 | -10 | -0.1 | 0
